RSV antiviral HEp-2: RSV antiviral activity via CPE protection, HEp-2 cells, primary 10 µM value included (AID 2391). HEp-2 cells, RSV-induced CPE inhibition; higher % means a stronger effect. CPE inhibition, % at 10 µM; hits with a dose series show IC50 in µM. 0.13% of 310,000 active; in the data active = a potency from the dose series; inconclusive = CPE inhibition mostly from about 23% at the one dose, without a potency; inactive = the rest, 99 in 100 with CPE inhibition below about 21%; also: strong numbers were not always called active
Large T inhibition: SV40 large T antigen inhibitors, biochemical (AID 1903); SV40 large T antigen ATPase/helicase inhibition assay; higher % means a stronger effect; inhibition, % at 20 µM, or IC50 in µM where a hit was titrated; 0.39% of 310,000 active; in the data active = a potency from the dose series; inconclusive = inhibition mostly from about 32% at the one dose, without a potency; inactive = the rest, 99 in 100 with inhibition below about 32%; also: strong numbers were not always called active
West Nile antiviral: inhibition of WNV-induced cytopathic effect – cell-based, CPE readout (AID 1621); West Nile virus-infected cells, CPE inhibition; higher % means a stronger effect; 0.02% of 290,000 active; CPE inhibition, % at 10 µM, or IC50 in µM where a hit was titrated; in the data active = a potency from the dose series; inconclusive = CPE inhibition mostly from about 3.7% at the one dose, without a potency; inactive = the rest, 99 in 100 with CPE inhibition below about 2.2%; also: strong numbers were not always called active
PhoP inhibition: PhoP-dependent GFP reporter repression – Salmonella Typhimurium, primary screen (AID 1863). S. Typhimurium PhoP-regulated promoter GFP reporter, 4 h; higher % means a stronger effect. one-dose inhibition, % at 50 µM; IC50 in µM for titrated hits. 0.16% of 300,000 active;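 active = inhibition over 29.93%, a cutoff 3 SD above the screen mean, later confirmed by dose response; inconclusive = inhibition over 29.93% but no dose response follow-up; inactive = inhibition at most 29.93% or unconfirmed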;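 also: 0% = low Mg2+ inducing control and 100% = high Mg2+ repressing control; strong numbers were not always called active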
PMI inhibition: MPI inhibition at elevated mannose 6-phosphate – biochemical, fluorescence intensity, high mannose 6-phosphate, primary screen (AID 1220); recombinant PMI enzyme, coupled fluorescence intensity; higher % means a stronger effect; one-dose inhibition, % at 20 µM; IC50 in µM for titrated hits; 0.66% of 190,000 active
Insulin prom up: MIN6 insulin promoter up-regulation; MIN6 insulin promoter-GFP reporter, high-content imaging; stronger effect = higher value; z-score at 5 µM; 0.3% of 190,000 active; AID 1625;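 active = z-score above 3 at 5 µM with at least 500 cells counted in the well; inconclusive = wells under 500 cells, flagged as cytotoxic or low count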
TNAP activators: stimulation of alkaline phosphatase TNAP activity – biochemical, luminescent, no phosphate acceptor, uHTS, primary screen (AID 1001); purified TNAP, luminescent activation assay, no phosphate acceptor; higher activation fold means a stronger effect; activation fold at 20 µM, or EC50 in µM where a hit was titrated; 0.03% of 200,000 active; in the data active = activation fold from about 3, or a potency from the dose series; inactive = the rest, 99 in 100 with activation fold below about 1.6; also: many of its hits are not listed in these tables
ER stress rescue: protection against thapsigargin-triggered cell killing – 384-well, CSM14.1, ATP luminescence, primary screen (AID 1222); 190,000 tested, under 10 active; CSM14.1 thapsigargin-induced death rescue, ATP luminescence; higher % means a stronger effect; cellular ATP content (survival), % at 20 µM, or EC50 in µM where a hit was titrated;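 active = EC50 below 50 µM in the dose-response confirmation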;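 also: death triggered by thapsigargin at about 15 µM added after 2 h compound pretreatment; cell ATP read after overnight thapsigargin exposure of roughly 18 to 22 hours; normalized against plate controls of thapsigargin alone and 5% DMSO vehicle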
human PMI inhibition: inhibitors of human PMI, primary screen, biochemical, fluorescence intensity, coupled assay (AID 1209); purified PMI enzyme, coupled fluorescence intensity; higher % means a stronger effect; inhibition, % at 20 µM, or IC50 in µM where a hit was titrated; 0.42% of 190,000 active;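 also: plate controls were DMSO vehicle for no effect and wells lacking substrate for full effect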
Insulin prom up cell count: second read-out of Insulin prom up, no call of its own (marks repeat the call); cell count; measured here: cytotoxicity, nuclei count;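 total cells summed across four imaged fields per well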
Numbers without * were called inactive; u = inconclusive; x = not tested or not shown. Rule as the data show it, unless noted: active = inhibition above about 50%; inactive = the rest. Compounds were not picked by outcome; about 1.5% have a hit in one of these screens.

SMILES	RSV antiviral HEp-2	Large T inhibition	West Nile antiviral	PhoP inhibition	PMI inhibition	Insulin prom up	Insulin prom up cell count	TNAP activators	ER stress rescue	human PMI inhibition
Cc1cc(N2CCN(c3ccccc3)CC2)n2cc(-c3ccccc3)nc2n1	40µM*	18.1%	-1.1%	9.1%	10.9%	-0.18	1451	1	7.5%	11.5%
Cc1cc(=O)[nH]c(-n2[nH]c3c(c2=O)CCCC3)n1	0.6%	-1.4%	0.1%	-17.0%	18.9%	0.84	1298	1.7	2.7%	4.1%
COc1ccc(C(=O)O)cc1S(=O)(=O)N1CCSCC1	1.1%	8.9%	0.2%	-5.3%	x	x	x	x	x	x
COc1ccc(Nc2n[nH]c(C)c2[N+](=O)[O-])cc1	0.7%	9.2%	1.1%	6.0%	7.4%	0.18	1445	0.9	2.0%	3.5%
Cc1ccc(S(=O)(=O)Nc2ccc3c(c2)c2c(n3S(=O)(=O)c3ccc(C)cc3)CCCC2=O)cc1	5.3%	5.1%	0.0%	6.3%	7.6%	x	x	1	0.8%	3.9%
Cc1ccc([N+](=O)[O-])cc1S(=O)(=O)N1CCN(C)CC1	-0.5%	6.2%	-0.2%	4.4%	17.0%	x	x	1.1	-0.4%	4.6%
Cc1ccc(N(Cc2ccc(C(=O)NN=C3CCN(C)CC3)cc2)S(C)(=O)=O)cc1C	-0.3%	8.4%	0.7%	-8.1%	3.8%	-0.58	1478	1.1	1.6%	2.0%
O=C(c1cc(-c2cccc(Cl)c2)on1)N1CCCCCC1	9.3%	10.6%	-0.4%	3.7%	x	x	x	x	x	x
Cc1ccc(NC(=O)C(=O)NCCN2CCN(S(=O)(=O)c3ccccc3)CC2)cc1C	1.3%	4.4%	-2.0%	0.4%	12.7%	0.21	1405	1.1	0.2%	3.4%
O=C(NCCCn1ccnc1)c1cccc(S(=O)(=O)N2CCCCCC2)c1	0.9%	2.9%	0.3%	-3.4%	-3.2%	-0.09	824	1.2	-0.6%	-4.2%
CS(=O)(=O)N(Cc1ccc(C(=O)NCCSc2ccccn2)cc1)c1ccccc1	0.0%	5.1%	0.2%	-3.2%	11.8%	1.02	1373	1.2	0.2%	13.0%
CC1CCCC(NC(=O)C2CCCN2S(=O)(=O)c2cccc3nsnc23)C1C (stereo not given)	26.1%	5.4%	-0.4%	9.2%	42.1%	u	x	0.9	-0.2%	12.9%
CN(C)CCCNC(=O)c1cc(S(=O)(=O)N2CCOCC2)ccc1F	1.1%	6.9%	0.0%	1.8%	5.1%	1.73	835	1	0.7%	9.0%
CC(=O)NCCn1c(SCC(=O)NCC2CCCO2)nc2ccccc2c1=O (stereo not given)	2.8%	-2.0%	-0.1%	14.0%	39.8%	x	x	1.1	-2.6%	-3.6%
O=C(CCl)N1c2ccccc2OCC1c1ccccc1 (stereo not given)	-2.1%	-5.8%	-0.6%	0.6%	-16.6%	u	x	1.2	-3.4%	-11.2%
N#C/C(=C\c1ccc(N2CCOCC2)o1)C(=O)N1CCOCC1	1.5%	12.5%	0.0%	-15.7%	11.1%	-0.75	1377	0.7	-0.6%	0.0%
COc1ccc(S(=O)(=O)N2CCC(C(=O)NCC3CCCO3)CC2)cc1 (stereo not given)	-0.2%	-1.2%	0.3%	-1.8%	-2.7%	2.84	649	1.1	-0.6%	3.5%
COc1ccc(S(=O)(=O)NNC(=O)c2cc3c4ccccc4n(C)c3s2)cc1	2.3%	7.6%	0.8%	-6.2%	2.2%	-0.28	1513	1	-1.3%	-1.5%
COc1ccc(NC(=O)C23CC4CC(C2)CC(n2cnc(Br)n2)(C4)C3)c(C)c1	0.5%	10.7%	-0.7%	-9.6%	4.2%	x	x	1.1	3.7%	0.7%
Cc1ccc(NS(=O)(=O)c2cc(NC(=O)c3cc4c(s3)CCCC4)ccc2C)c(C)c1	5.3%	5.6%	-0.8%	1.8%	11.7%	-0.37	1211	1.2	-0.9%	11.4%

Filtered by structure, the compounds so far with an aryl thioether with sulfur outside any ring (two)
SMILES	RSV antiviral HEp-2	Large T inhibition	West Nile antiviral	PhoP inhibition	PMI inhibition	Insulin prom up	Insulin prom up cell count	TNAP activators	ER stress rescue	human PMI inhibition
CS(=O)(=O)N(Cc1ccc(C(=O)NCCSc2ccccn2)cc1)c1ccccc1	0.0%	5.1%	0.2%	-3.2%	11.8%	1.02	1373	1.2	0.2%	13.0%
CC(=O)NCCn1c(SCC(=O)NCC2CCCO2)nc2ccccc2c1=O (stereo not given)	2.8%	-2.0%	-0.1%	14.0%	39.8%	x	x	1.1	-2.6%	-3.6%

More structures
SMILES	RSV antiviral HEp-2	Large T inhibition	West Nile antiviral	PhoP inhibition	PMI inhibition	Insulin prom up	Insulin prom up cell count	TNAP activators	ER stress rescue	human PMI inhibition
Cc1cccc(OCC(=O)N2CCC(c3ccccc3)C2)c1 (stereo not given)	5.4%	9.3%	-0.5%	7.7%	1.3%	0.03	1326	1.1	-3.1%	2.5%
O=C(CSc1nc(C2CC2)nc2c1cnn2-c1ccccc1)Nc1c[nH]c(=O)[nH]c1=O	0.6%	0.5%	-0.1%	7.5%	13.2%	-0.18	1573	1.6	2.2%	17.4%
Cc1ccc(C(CC(=O)O)Nc2nc(N3CCOCC3)nc(N3CCOCC3)n2)cc1 (stereo not given)	0.8%	5.6%	0.2%	4.5%	-29.6%	0.53	1297	1	-3.1%	-34.4%
NC(=O)CNC(=O)C1CCN(S(=O)(=O)c2ccc(-n3cnnn3)cc2)CC1	2.4%	8.2%	0.5%	-0.2%	x	x	x	x	x	x
CC1(c2ccccc2)NC(=O)N(CC(=O)N2CCN(S(=O)(=O)c3ccccc3[N+](=O)[O-])CC2)C1=O (stereo not given)	1.2%	11.1%	-0.1%	4.1%	x	x	x	x	x	x
CCOC(=O)c1cc2sccc2n1CC(=O)c1ccc2c(c1)OCCO2	-0.7%	3.5%	0.4%	-5.2%	9.1%	-0.96	998	1.1	0.2%	5.9%
S=C(NCC1CC1)N/N=C/c1ccccc1Cl	-0.3%	17.5%	-0.5%	-4.5%	x	-0.83	871	x	x	x
COc1ccccc1N1CCN(CCCOc2ccc(F)cc2)CC1	1.2%	7.7%	0.0%	6.7%	-5.7%	-0.45	967	1.1	-0.4%	0.3%
COC(=O)c1ccc(C2C(C(=O)c3ccco3)=C(O)C(=O)N2CC2CCCO2)cc1 (stereo not given)	1.1%	15.1%	0.3%	3.3%	x	x	x	x	x	x
CCOc1cc(C#N)c(NC(=O)CSc2nnnn2-c2ccc(OC)cc2)cc1OCC	0.0%	0.6%	-0.1%	-1.4%	4.9%	-1.16	1211	1.1	-0.5%	4.6%
C/C(=N\NC(=O)COc1ccccc1)c1cccs1	0.4%	13.8%	-0.2%	-0.1%	1.3%	0.27	1168	1.1	0.2%	1.6%
CSc1ncc(-c2ccc(Cl)cc2)[nH]1	5.9%	9.0%	-0.1%	15.4%	x	-0.13	977	x	x	x
CC(C)OC(=O)Cn1nc(C(F)(F)F)c2c1CCCC2	2.4%	13.5%	0.4%	4.3%	1.8%	0.7	1398	1	-0.8%	12.3%
Cc1cc(C)c(NC(=S)N(CCCN2CCN(C)CC2)Cc2cccs2)c(C)c1	-1.9%	6.7%	-1.3%	-5.6%	-7.1%	-0.48	1267	1	-2.1%	-3.6%
COc1ccc(N2CCN(c3nc(NC(C)(C)C)nc(N4CCCCC4)n3)CC2)cc1	11.4%	10.5%	0.6%	12.0%	9.4%	-0.59	915	1	x	16.8%
Cc1nn(C)cc1C1C2=C(CC(C)(C)CC2=O)N(c2ccccc2)C2=C1C(=O)CC(C)(C)C2	2.0%	2.2%	0.1%	-1.1%	-10.9%	x	x	1.1	-0.4%	6.2%
Cc1cccc(NC(=O)Cn2cnc3c(cnn3-c3ccc(F)cc3)c2=O)c1C	-0.9%	16.7%	0.1%	5.7%	13.0%	0.74	1840	1.1	-0.1%	10.4%
Cc1ccc(C)n1-c1ccc(C(=O)Nc2ccccc2F)cc1	8.4%	7.1%	-0.2%	0.4%	1.8%	-1.03	1203	1	-10.6%	-10.1%
CCC(=O)Nc1ccc(-c2cc3ccccc3oc2=O)cc1	3.9%	1.0%	-0.6%	-6.9%	-4.7%	-0.42	1415	1.1	-1.5%	-0.6%
CCCCC(=O)OCC(=O)c1ccc(OCC)cc1	2.2%	-0.9%	0.7%	-3.2%	-1.9%	x	x	1	-3.4%	0.9%
CCc1c(SCCC(=O)O)nc2ccccc2c1C	6.8%	21.6%	0.1%	-0.2%	-11.2%	0.17	1360	1.1	-0.6%	-20.7%
COCCn1c(N2CCN(c3ccc(OC)cc3)CC2)nc2c1c(=O)n(C)c(=O)n2C	-1.0%	26.3%	-1.3%	-4.3%	3.4%	0.16	1193	0.9	-1.3%	-6.9%
CS(=O)(=O)Nc1ccc(C(=O)NCC2CCCO2)cc1 (stereo not given)	0.4%	-3.1%	0.0%	-6.1%	-0.9%	x	x	1.2	-1.9%	4.3%
O=C(COc1ncnc2ccccc12)Nc1cccc([N+](=O)[O-])c1	2.0%	-1.4%	-0.5%	4.9%	-7.9%	-0.54	1038	1	-0.4%	-9.1%
C=CCSC1=N/C(=C\c2ccc(C(=O)O)cc2)C(=O)S1	0.3%	10.0%	-0.2%	-3.8%	16.0%	0.21	1338	0.9	0.2%	17.6%
CN(C)c1ccc(/C=N\NC(=O)c2cccc3cc[nH]c23)cc1	x	14.5%	0.4%	-0.2%	x	-0.21	1112	x	x	x
CN(C)c1ccc(CNC(=O)CN2C(=O)COc3ccc(S(=O)(=O)N4CCCC4)cc32)cc1	0.7%	2.9%	-0.7%	-7.3%	x	x	x	x	x	x
Cn1c(CNC(=O)C(C)(C)C)nc2ccccc21	0.1%	0.3%	0.2%	-7.0%	-12.1%	0.14	1216	1	x	-9.4%
CCOc1ccccc1N(CC(=O)O)S(=O)(=O)c1ccccc1	0.8%	-6.3%	-0.3%	-5.5%	-9.6%	0.12	1234	1.1	-1.8%	1.8%
COc1ccc(C(=O)Nc2cc3c(cc2Cl)OCCCO3)cc1	13.2%	-1.2%	-0.2%	-0.9%	6.4%	0.21	1035	1.1	-0.8%	19.9%
CCC(NC(=O)c1ccccc1NC(=O)c1ccc(C)cc1)C(=O)O (stereo not given)	0.5%	1.0%	0.3%	-3.9%	2.0%	x	x	1.1	-2.7%	7.8%
COc1cc(C(F)(F)F)ccc1C(=O)NCCc1ccco1	2.0%	9.6%	-0.3%	2.4%	x	x	x	x	x	x
Cc1nc2c(c(=O)c3ccccc3n2C)c(=O)n1-c1ccc(F)cc1	2.0%	6.2%	-0.3%	-4.3%	x	0.05	1472	x	x	x
Cc1ccccc1OCC(=O)NCC(=O)OCC(=O)c1ccc2ccccc2c1	2.0%	0.4%	0.4%	-2.4%	0.8%	-0.32	1501	1.1	-2.3%	9.2%
COc1ccc(NC(=O)C(C)Sc2ccccc2)cc1 (stereo not given)	1.2%	13.3%	-0.2%	-11.2%	-6.6%	-0.63	697	1	-1.3%	1.4%
